Screens: PubChem, several laboratories
Platelet DG rel = modulates dense granule release in human platelets; AID 1663; 0.22% of 300,000 active; inhibition, %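 (compounds screened at 7.5 µM in platelet-rich plasma)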; human platelet-rich plasma, SFLLRN dense granule ATP release, luminescence;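 active means mean replicate score, as percent of positive control, at or above 50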
HSF-1 act = increases HSF-1 driven luciferase reporter signal; NIH3T3-HGL HSF-1 luciferase reporter, MG132, 8 h; 100% = twice DMSO control signal; activation, % at 9 µM; 1.7% of 300,000 active; AID 504408;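 active means mean replicate activation of at least 50% with a set share of replicates each reaching 50%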;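 further: 0% = median of the neutral control wells and 100% = twice that signal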
PolyA inhibitor = blocks polyadenylation in yeast reporter cells. S. cerevisiae SKY197-pL101 polyadenylation reporter, beta-gal luminescence; efflux-impaired pdr1/pdr3 knockout yeast; score 100 = 6 SD above DMSO. calls only at 12 µM. 0.02% of 300,000 active. AID 1875;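 active means lowest replicate activity score at least 50, where 100 means six control SD above control mean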;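 further: yeast exposed to compound for 9 h at 30 °C; higher score means more reporter readthrough which indicates perturbed polyadenylation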
DYRK1A inh = Dyrk1A (rat) kinase inhibition | Q63470 | ADP-Glo luminescence, NFATc1 peptide | inhibition, % at 12.5 µM | 0.43% of 310,000 active; in the data active means inhibition above about 50%;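 further: plate controls were vehicle with enzyme for no effect and no enzyme for full effect; many of its hits are not listed in these tables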
HSF1 inhib = HSF1 inhibition. NIH3T3-HGL HSE-luciferase, MG132-induced, luminescence 8 h; hits give low values. activity change, negative = inhibition, % at 7.5 µM (by protocol). 0.77% of 300,000 active. AID 2098;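 active means more than half of replicate wells show activity change below -50%, luminescence cut by over half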;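 further: luciferase reports HSF-1 transcriptional activity via heat shock element; 0% = median of DMSO wells and -100% = zero luminescence signal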
HSP90 refold inh = inhibitors of HSP90 luciferase refolding in rabbit reticulocyte lysate | luciferase refolding luminescence, 3 h | 0.91% of 290,000 active | inhibition, % at 5.6 µM;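 active means inhibition above the screen-wide mean plus 3 SD, computed separately per campaign, cut at about 16% in these data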;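 further: 0% = DMSO wells and 100% = 60 µM geldanamycin wells; inhibitors lower the luminescence because luciferase stays unfolded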
AI-2 QS mod = Vibrio harveyi AI-2 quorum sensing modulation. Vibrio harveyi JMH597 AI-2 luminescence/OD600 ratio, 9 h; hits give low values; strain lacks LuxN and CqsS sensors; 0 = neutral-control median. activity change, % at 7.5 µM. 0.4% of 300,000 active. AID 2094; in the data active means activity change below about -75%, passing the limit was not always enough;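 further: luminescence divided by OD600 gain over 9 h not by final OD600 alone; inactives centre near 13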
GSK3B inh = blocks human GSK3beta kinase activity | activity score (negative = inhibition), % at 10 µM | P49841 | GST-GSK3beta kinase, ADP-Glo luminescence, 60 min; hits give low values | 0.038% of 300,000 active;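 active means more than half of replicate wells score below -50%, meaning over 50% inhibition versus plate controls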;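 further: 0% = median DMSO wells and -100% = median GW8510 positive control wells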
Target sequence (P49841 whole entry, looked up): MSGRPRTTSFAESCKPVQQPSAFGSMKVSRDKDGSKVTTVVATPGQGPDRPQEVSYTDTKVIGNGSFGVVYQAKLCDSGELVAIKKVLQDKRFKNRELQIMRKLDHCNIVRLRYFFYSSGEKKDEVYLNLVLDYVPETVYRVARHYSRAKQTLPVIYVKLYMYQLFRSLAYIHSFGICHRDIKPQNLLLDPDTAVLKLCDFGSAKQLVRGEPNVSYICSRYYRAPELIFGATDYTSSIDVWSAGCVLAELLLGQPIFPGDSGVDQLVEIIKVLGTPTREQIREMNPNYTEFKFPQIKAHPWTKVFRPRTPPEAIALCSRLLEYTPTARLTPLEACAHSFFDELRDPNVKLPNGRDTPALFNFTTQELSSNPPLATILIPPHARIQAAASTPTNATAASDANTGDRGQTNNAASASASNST
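Test system: GST-fused GSK3beta enzyme, cell-free | Quantity: 1.6 ng GST-GSK3beta enzyme per well | Reagent: 25 µM ATP with peptide substrate | Schedule: 60 min enzyme reaction, room temperature | Signal: Luminescent ADP-Glo measurement of ADP formed | Read-out basis: Score relative to plate controls | Control set: DMSO and 20 µM GW8510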
HDAC3 inh = blocks human histone deacetylase 3. O15379. recombinant HDAC3, fluorogenic peptide/trypsin coupled, fluorescence. inhibition, % at 8.3 µM. 0.15% of 320,000 active; in the data active means inhibition above about 26%, passing the limit was not always enough
Target sequence (O15379 whole entry, looked up): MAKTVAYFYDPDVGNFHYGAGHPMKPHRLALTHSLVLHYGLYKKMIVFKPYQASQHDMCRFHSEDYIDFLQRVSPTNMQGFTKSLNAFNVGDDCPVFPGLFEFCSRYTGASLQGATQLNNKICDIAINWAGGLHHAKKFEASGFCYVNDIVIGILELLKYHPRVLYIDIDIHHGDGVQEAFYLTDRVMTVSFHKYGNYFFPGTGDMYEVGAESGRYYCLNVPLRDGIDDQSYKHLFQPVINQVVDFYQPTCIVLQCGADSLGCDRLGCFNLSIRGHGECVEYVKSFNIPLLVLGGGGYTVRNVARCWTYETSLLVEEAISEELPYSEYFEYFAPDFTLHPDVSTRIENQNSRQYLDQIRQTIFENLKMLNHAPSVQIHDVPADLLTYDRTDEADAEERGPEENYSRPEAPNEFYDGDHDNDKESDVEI
GSK3 alpha inh = inhibitors of human GSK-3 alpha kinase; P49840; ADP-Glo luminescence, 60 min; inhibition, % at 10 µM; 0.1% of 320,000 active; AID 2650;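 in the data active means inhibition above about 50%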;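 further: GST-tagged GSK-3 alpha with peptide substrate and 25 µM ATP; 0% = DMSO neutral wells and 100% = GW8510 positive control wells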
An asterisk follows results filed as active; i = inactive; · = no result given. A portion of the library, so the mix of outcomes need not match the whole.

item	canonical_smiles	Platelet DG rel	HSF-1 act	PolyA inhibitor	DYRK1A inh	HSF1 inhib	HSP90 refold inh	AI-2 QS mod	GSK3B inh	HDAC3 inh	GSK3 alpha inh
1	O=S(=O)(NCc1cccnc1)c1ccc(Cl)cc1	-3.1	-2.0	i	-2.1	0.2	-0.3	-10.0	-5.2	-1.8	0.0
2	Cc1cc(OCCN2CCOCC2)nc2ccccc12	10.4	6.0	i	3.1	-4.6	-3.5	2.6	-1.8	-7.8	-1.3
3	COC(=O)[C@H]1C[C@@H]1[C@H](NC(=O)c1ccccc1)c1ccccc1	-4.3	-2.2	i	-5.6	0.5	0.4	9.1	5.5	-6.2	2.0
4	O=C(CSc1nncs1)N1CCN(S(=O)(=O)c2ccccc2)CC1	-24.1	-8.7	i	-3.0	-9.0	2.8	8.7	1.3	1.8	-2.6
5	COc1ccc(C(=O)OCC(=O)c2ccccc2)cc1S(=O)(=O)N1CCOCC1	0.1	7.7	i	-0.7	-5.6	-0.6	15.0	2.3	10.1	0.3
6	O=C(CCSCCc1ccccn1)Nc1c(F)cc(F)cc1Br	-1.1	7.2	i	1.1	-2.6	-0.7	15.8	3.8	-3.4	0.0
7	Cc1cc(=O)oc2cc(OCCCN3C(=O)c4ccccc4C3=O)ccc12	2.5	-5.6	i	-4.9	6.4	-8.2	17.6	1.0	-1.6	5.1
8	COc1ccc(N(CC(=O)Nc2cc(Cl)ccc2C)S(=O)(=O)c2c(C)n[nH]c2C)cc1	-6.5	5.5	i	·	7.3	2.3	-1.3	0.6	-4.7	-1.5
9	O=C(Cn1c(-c2cncs2)nc2ccccc21)NCc1ccccc1	13.2	26.7	i	60.2*	16.5	16.2*	11.5	-2.7	6.0	0.2
10	COc1ccc(NC(=O)CCN2CCN(Cc3ccccc3)CC2)c(OC)c1	4.7	-7.0	i	·	4.0	2.3	1.1	-1.9	2.9	-1.6
11	CCOCCCNC(=O)CN1C(=O)C(CC)Oc2ccccc21 (stereo not drawn)	11.9	-8.9	i	14.3	-7.8	1.0	12.0	-5.1	-1.6	-0.5
12	Cc1cc(NS(=O)(=O)c2ccc(NC(=O)C(C)Oc3ccc4c(C)cc(=O)oc4c3)cc2)no1 (stereo not drawn)	-4.4	-7.0	i	4.6	-2.6	3.2	14.5	3.5	-10.2	-1.6
13	COc1ccc(CC(NC(=O)c2ccccc2)C(=O)NCC(=O)O)cc1 (stereo not drawn)	15.1	-6.7	i	1.3	-6.9	-0.5	3.8	-2.2	-0.7	-0.9
14	C=CCNC(=O)c1onc(CSc2ccccc2F)c1C(=O)O	-1.5	3.9	i	-1.6	-0.3	-4.4	17.9	-2.6	-2.2	-5.6
15	COC(=O)CCC(=O)OC1(C)C(=O)C=C2C=C(c3ccsc3)OC=C2C1=O (stereo not drawn)	-1.0	-19.2	i	-4.2	-7.3	·	47.9	-1.2	-5.6	-1.1
16	O=c1[nH]c(=O)n(C2OC(CO)C(O)C2O)cc1Br (stereo not drawn)	-9.5	8.6	i	-8.6	2.0	1.7	-5.7	11.4	-2.4	9.6
17	CCc1ccc(OCCCC(=O)Nc2nnc(C3CCCO3)s2)cc1 (stereo not drawn)	5.3	-14.0	i	-2.3	-3.5	3.8	-0.2	1.4	0.7	-0.4
18	Clc1cc(/C=N\NC2=NCCN2)cc(Cl)n1	-0.8	12.5	i	·	0.9	·	-2.6	0.6	9.2	1.1
19	CCOC(=O)c1sc(=S)n(-c2ccccc2Cl)c1C	·	·	i	8.6	·	2.3	-24.2	-1.6	5.7	-0.6
20	Cc1nnsc1S(=O)(=O)Cc1ccccc1C(F)(F)F	-1.0	7.1	i	0.7	0.8	0.9	2.4	-1.7	-6.1	-1.2
21	O=C1CCCN1CCCNc1ccc2nnc(CCC(=O)N3CCN(c4ccccc4)CC3)n2n1	-0.4	-6.2	i	-6.3	0.1	-4.3	12.8	0.7	-2.0	0.7
22	O=C(NCC1CCCCC1)c1cccc(-c2ccc(O)cc2)c1	2.2	-26.9	i	8.0	-8.2	1.9	14.4	-0.8	1.8	0.5
23	CC1=C(C(=O)Nc2ccc(F)c(F)c2)C(c2cccs2)NC(=S)N1 (stereo not drawn)	-7.4	8.0	i	-4.6	-0.4	1.2	16.2	0.9	2.0	-3.8
24	O=C1c2ccccc2C(Nc2ccccc2F)N1c1cccnc1 (stereo not drawn)	-6.5	-4.3	i	2.8	8.4	-1.2	21.1	1.5	-0.1	-0.7
25	Cn1nc(C(F)(F)F)c(-c2ccc(F)cc2)c1NC(=O)c1ccco1	-1.2	0.4	i	-6.2	-1.7	0.8	15.6	3.1	7.5	-1.5
26	Cc1ccc(-c2noc(CCC(=O)N(C)c3ccccc3C)n2)cc1	-8.2	16.9	i	7.7	-0.9	0.8	13.4	1.4	-0.8	-2.3
27	CC1CCCCC1NC(=O)Cn1cnc2ccccc2c1=O (stereo not drawn)	-0.4	-8.7	i	11.7	-1.8	0.4	9.6	1.0	4.9	-2.5
28	C#CCOCCOCCOCCNc1nc(N2CCN(C(=O)[C@H](CCCCN)n3cc([C@@H](N)C(C)CC)nn3)CC2)nc(N2CCN(C(=O)[C@H](Cc3ccc(O)cc3)n3cc([C@@H](N)C(C)CC)nn3)CC2)n1 (stereo partly drawn)	-3.2	-11.9	i	2.8	4.5	2.2	10.4	-3.9	-9.7	11.8
29	COC(=O)c1cc(C(=O)Nc2cccc(C)n2)cc([N+](=O)[O-])c1	8.1	-5.4	i	3.8	-13.1	-2.6	48.3	-1.2	0.2	-1.5
30	CC1CN(C(=O)c2ccc(OC3CCN(Cc4ccccn4)CC3)cc2)CCN1C (stereo not drawn)	-15.0	-1.6	i	5.0	0.3	-1.4	3.5	4.5	-2.1	-0.4
31	COc1c(C)cc(Br)cc1C(=O)O	-4.1	5.0	i	-5.5	-8.4	0.1	6.5	-3.4	9.4	1.2
32	O=C(NC1CCCc2ccccc21)c1ccc(S(=O)(=O)N2CCOCC2)cc1 (stereo not drawn)	-0.5	-9.6	i	-1.3	-2.8	-2.4	3.4	-0.3	-2.1	1.8
33	CCn1nc(NS(=O)(=O)c2ccccc2)c2cc3cccc(C)c3nc21	-3.4	-3.7	·	0.7	-1.3	0.9	13.9	-0.9	1.6	-5.5
34	Cc1ccn(-c2n[nH]c(C)c2[N+](=O)[O-])n1	0.6	·	i	-2.3	·	3.3	20.9	-2.5	-0.2	1.0
35	C=CCN1CCN(Cc2cnc(Cl)s2)CC1	-2.0	6.4	i	6.2	-4.3	-0.4	1.1	0.0	2.5	0.9
36	CCC(C)NC(=O)CC(NS(=O)(=O)c1ccc(C)cc1)c1ccc(OC)cc1 (stereo not drawn)	-17.1	-8.0	i	-3.4	-6.0	-1.6	25.1	-2.9	-4.3	4.9
37	CCCCNC(=O)NS(=O)(=O)c1cnccc1Sc1ccc(Cl)cc1	-4.6	-4.7	i	2.4	-0.1	-1.0	3.2	1.0	1.7	-6.6
38	COc1ccc(C(=O)N2CC(=O)Nc3ccc(C)cc3C2c2ccccc2)cc1 (stereo not drawn)	0.6	20.4	i	5.2	10.0	-4.8	20.2	-0.2	·	·
39	CC(=O)N1N=C(c2ccc(Br)cc2)OC12CCCC2	0.2	1.4	i	-9.5	-4.9	-1.4	-0.3	-1.2	-20.0	-0.7
40	CC1(C)CC(=O)C=C(NCCN2CCN(C(=S)Nc3ccccc3)CC2)C1	-26.6	12.8	i	8.2	-3.4	0.7	13.5	-0.1	-0.4	-2.1
41	COc1ccc(NC(=O)CN2CCC3(O)CCCCC3C2c2ccccc2OC)cc1 (stereo not drawn)	2.0	2.0	i	·	2.7	-4.5	6.9	1.2	·	·
42	C=CCN1C(=NC(=O)COc2ccccc2)SC2CS(=O)(=O)CC21 (stereo not drawn)	3.8	-15.0	i	7.3	-4.5	-1.0	0.2	-3.4	2.6	-4.6
43	CC(C)(C)OC(=O)N1CCC(C(=O)O)CC1	-2.7	5.5	i	-2.1	5.8	-1.8	7.3	0.7	-0.9	1.5
44	COc1ccc(N(C)S(=O)(=O)c2cccc(C(=O)Nc3nc4ccccc4[nH]3)c2)cc1	20.4	8.7	·	19.1	-1.5	0.8	34.2	1.8	3.1	0.1
45	O=c1c2ccccc2nnn1COc1ccc(Cl)cc1Br	-1.4	56.4*	i	2.6	40.4	0.1	24.8	1.3	·	·
46	COc1ccc(OC)c(Nc2c3ccccc3nc3ccccc23)c1	15.7	3.3	i	5.1	-1.7	0.7	4.1	-25.3	-1.4	-1.2
47	CC(=O)Nc1ccc(S(=O)(=O)Nc2nc3nc(-c4ccccc4)cc(-c4ccccc4)n3n2)cc1	-6.4	6.0	i	-4.4	-10.2	6.6	24.9	-0.6	-81.7	-2.0
48	COc1ccccc1OCC(=O)N1CCCCCCC1	-2.3	-8.3	i	·	-3.8	-3.8	17.0	1.1	-3.4	-1.1
49	Cc1c(Cl)cccc1NC(=O)CSc1nc2ncc(Cl)cc2[nH]1	1.8	-0.9	i	-4.1	-0.8	-4.5	11.1	-0.7	2.8	-0.9
50	O=C(Nc1ccc(Oc2ccccc2)nc1)C1CCCCN1Cc1cccc(OCCO)c1 (stereo not drawn)	3.8	-4.1	i	-2.7	-0.4	1.3	-0.2	1.1	-1.7	-0.5
51	CCc1nnc(N2C(=O)c3ccc(Oc4ccc([N+](=O)[O-])cc4)cc3C2=O)s1	-7.6	-6.6	i	-4.0	9.9	-4.5	14.1	6.5	3.0	-5.4
52	COCCn1c(CCC(=O)O)nc2c1c(=O)[nH]c(=O)n2CC(C)C	-0.5	1.8	i	3.9	1.9	-0.2	18.0	0.5	3.6	-1.0
53	O=C(Cc1cccs1)N/N=C/c1ccccn1	7.2	43.1	i	3.3	3.9	4.0	-3.5	-2.3	3.1	0.3
54	Nc1ccncc1N	-2.1	2.2	i	-12.1	-0.7	·	9.5	-4.2	-5.5	-0.4
55	CC(C)c1nc(CNC(=O)C2CCC(=O)N(CCc3cccc(F)c3)C2)cs1 (stereo not drawn)	7.3	2.3	i	-4.4	1.7	-5.1	14.5	4.1	-4.2	-1.4
56	COc1ccc(C)cc1NC(=O)CCNC(=O)Cn1ccc2ccccc2c1=O	-5.4	11.3	·	-1.0	-1.2	-1.2	·	·	1.2	-2.1
57	O=C(O)/C=C/c1ccccc1Oc1ccccc1	1.7	-3.4	i	14.0	-8.9	-3.0	32.0	2.6	5.8	-7.6
58	CC(=O)N(/N=C1\Sc2ccccc2C1=O)c1ccc(C)cc1C	23.7	-89.0	i	·	-85.5*	41.5*	11.0	-1.5	2.0	-2.8

Some entries already given, showing only Platelet DG rel, HSF1 inhib and AI-2 QS mod:
| cpd | canonical_smiles | Platelet DG rel | HSF1 inhib | AI-2 QS mod |
| --- | --- | --- | --- | --- |
| 42 | C=CCN1C(=NC(=O)COc2ccccc2)SC2CS(=O)(=O)CC21 (stereo not drawn) | 3.8 | -4.5 | 0.2 |
| 43 | CC(C)(C)OC(=O)N1CCC(C(=O)O)CC1 | -2.7 | 5.8 | 7.3 |
